Bioassay records: PubChem BioAssay, National Center for Advancing Translational Sciences (NCATS)
KB-V1 cytotox = kills drug-selected multidrug resistant KB-V1 cells | KB-V1 MDR cells viability, CellTiter-Glo, 72 h | Potency, µM (series often up to 46.1 µM), for inactives: at the top dose activity change, negative = cytotoxicity, most hits filed as cytotoxic | 400,000 tested, 3.4% active; also: % is scaled to controls: 0 for no effect and ±100 for the full control effect; nearly all actives have a fitted effect of over 60% in size
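Readout: CellTiter-Glo luminescence, 10 min after addition. Cells: KB-V1 MDR subline, 72 h at 37 degrees C with compound. Analysis: corrected, normalized data fitted to concentration-effect curves.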
HT1080 IDH1KD tx = toxicity to HT-1080 IDH1 knockdown cells (counter line); 360,000 tested, 2% active; AID 686971; HT-1080 IDH1 knockdown viability, ATP luminescence, 48 h; Potency, µM (doses to about 46.1 µM), inactives show top-dose activity, negative = toxicity, most hits filed as cytotoxic;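 also: 0% = DMSO wells and -100% = cell-free medium wells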
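Knockdown cells (IDH1KD HT-1080) received compounds 2 h after plating at 750 cells/well and were kept 48 h at 37 °C in 5% FBS RPMI. A CellTiter-Glo luminescence read gave % activity for curve fitting.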
GLP1R ag = activates the human GLP-1 receptor; Potency, µM (titrated, usually from 45.6 µM), inactives show at the highest dose activation, hits mostly activators; HEK293 GLP-1R CRE-luciferase, luminescence, 4-6 h; cells express a hypersensitive GLP-1R form; AID 624172; P43220; 380,000 tested, 0.007% active; also: % of control where 0% means no effect
Target sequence (P43220 whole entry, looked up): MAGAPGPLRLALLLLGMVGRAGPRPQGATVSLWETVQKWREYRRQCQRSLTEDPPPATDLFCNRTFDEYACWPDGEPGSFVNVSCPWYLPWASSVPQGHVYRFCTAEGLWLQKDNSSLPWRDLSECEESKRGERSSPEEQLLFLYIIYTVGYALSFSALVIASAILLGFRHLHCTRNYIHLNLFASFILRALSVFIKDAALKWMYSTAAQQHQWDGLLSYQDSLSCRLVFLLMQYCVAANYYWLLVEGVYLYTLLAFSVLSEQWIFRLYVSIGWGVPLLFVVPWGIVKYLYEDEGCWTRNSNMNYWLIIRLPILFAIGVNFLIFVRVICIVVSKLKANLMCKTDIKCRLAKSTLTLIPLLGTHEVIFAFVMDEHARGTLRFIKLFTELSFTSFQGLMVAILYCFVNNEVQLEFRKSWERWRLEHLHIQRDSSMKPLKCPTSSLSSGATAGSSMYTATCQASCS
SW480 rerep = DNA re-replication induction in SW480 cells; SW480 DNA re-replication, Hoechst DNA content imaging, 48 h; Potency, µM (highest dose often 46.1 µM), without a hit: at the highest dose re-replication activation, usual class: activators; AID 624297; 340,000 tested, 1.8% active; also: % of control where 0% means no effect; nearly all actives have a fitted effect of over 55% in size
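Cells (250 per well) received 23 nL compound or DMSO by pin tool and were kept 48 hr at 37 C, 5% CO2. Nuclei were then stained with Hoechst for 40 min and scanned for DNA content.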
KB-3-1 cytotox = KB-3-1 parental cell cytotoxicity; AID 1347075; KB-3-1 viability, CellTiter-Glo ATP luminescence, 72 h; Potency, µM (top dose mostly 46.1 µM), for inactives: at the highest dose activity change, negative = cytotoxic, actives largely listed as cytotoxic; 400,000 tested, 1.4% active; also: % is scaled to controls: 0 for no effect and ±100 for the full control effect; nearly all actives have a fitted effect of over 60% in size
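72 h, 37 °C compound treatment of KB-3-1 parental cells; CellTiter-Glo added, 10 min, luminescence read. Data corrected against DMSO-only plates and normalized before curve fitting.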
TDP-43 yeast inh = inhibitors of TDP-43 toxicity in yeast; TDP-43 expressing yeast growth rescue, BacTiter-Glo, 24 h; Potency, µM (titrated, usually from 46.1 µM), for inactives: top-dose growth rescue (activation), actives largely listed as activators; 410,000 tested, 1.8% active; also: % of control where 0% means no effect; nearly all actives have a fitted effect of over 50% in size
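Yeast cells expressing TDP-43 under galactose induction are exposed to compounds for 24 hr at 30 deg C. BacTiter-Glo luminescence measures growth, so protective compounds score as activators.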
HT1080NT lethal = kills 2HG-producing HT-1080-NT fibrosarcoma cells. HT-1080-NT fibrosarcoma viability, CellTiter-Glo ATP luminescence, 48 h. Potency, µM (titrated, usually from 46.1 µM), for the others: at the highest dose activity, negative = less viability, actives largely listed as cytotoxic. AID 686970. 360,000 tested, 1.6% active;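 also: NT is the 2HG producing partner of a matched IDH1 knockdown line; 0% = DMSO-treated cells and -100% = media-only wells without cells; nearly all actives have a fitted effect of over 55% in size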
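A 48-hour cytotoxicity screen used HT-1080-NT cells plated 2 hours before compound delivery. ATP-based CellTiter-Glo luminescence measured viability, normalized to DMSO and no-cell controls.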
GLP1R cytotox = cytotoxicity counter-screen for GLP-1 receptor inverse agonists; HEK293 cAMP-luciferase reporter cells, luminescence, 24 h; Potency, µM (doses to about 38.3 µM), without a hit: top-dose activity change, negative = inhibition, hits mostly inhibitors; 410,000 tested, 0.13% active; AID 624418;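 also: loss of luciferase light is scored as toxicity; % is scaled to controls: 0 for no effect and ±100 for the full control effect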
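1536-well qHTS counterscreen of the MLSMR; 200 cells/uL, 12 h pre-incubation, 23 nL cpd, 24 h at 37 deg C 5% CO2, luciferase detection reagent, 12 min RT, luminescence. Inhibition = undesired.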
GLP1R inv ag = inverse agonists of human GLP-1 receptor. 410,000 tested, 1.6% active. Potency, µM (series often up to 38.3 µM), for inactives: at the highest dose activity change, negative = inhibition, most hits filed as inhibitors. P43220. HEK293 GLP-1R CRE-luciferase, luminescence, 24 h; GLP-1R form is constitutively active; also: % is scaled to controls: 0 for no effect and ±100 for the full control effect; nearly all actives have a fitted effect of over 55% in size
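HEK293 cells stably co-expressing constitutively active GLP-1R and a cAMP-responsive luciferase reporter were seeded in DMEM with 10% Nu serum, given compounds after 12 h, and incubated 24 h at 37 deg C. Luminescence was then read.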
* hit, by the source's call; ? = inconclusive; . = no result given; [ ] = remark or other dose. Calls follow the shape of the dose curve; as a rule, active = well fitted curve in the direction sought with a large enough effect; inconclusive = small, poorly fitted or top-dose-only effect, or another doubt; inactive = no such curve, though single readings can be large; an effect the other way counts as inactive or inconclusive. Potency is read from the fitted curve at half-maximal effect.

no.	compound	KB-V1 cytotox	HT1080 IDH1KD tx	GLP1R ag	SW480 rerep	KB-3-1 cytotox	TDP-43 yeast inh	HT1080NT lethal	GLP1R cytotox	GLP1R inv ag
1	COc1ccc2cc(C(=O)N3CCOCC3)sc(=O)c2c1OC	-12%	-4%[9.24 µM]	9%	-3%	6%	12%	1%	15%	-24%
2	COC(=O)C[C@@H]1OC[C@H](C(C)C)N1S(=O)(=O)c1ccc(C)cc1	-14%	15%	.	.	11%	6%	26%	-3%	-5%
3	O=S(=O)(NC(CO)Cc1ccccc1)c1ccc(Br)cc1F (centres undefined)	-4%	13%	21%	-33%[inhibitor]	14%	14%	15%	-6%	13%
4	Cc1cccc(N2CC(C(=O)Nc3nnc(SCC(=O)Nc4nccs4)s3)CC2=O)c1 (centres undefined)	4%	5%	10%	-2%	1%	12%	3%	6%[1.53 µM]	4%
5	Nc1nc(Sc2ccc([N+](=O)[O-])c3nonc23)c2[nH]cnc2n1	?	1.8µM*	7%	?	2.1µM*	15%	4.6µM*	8.9µM*	?
6	COc1cccc(CC(=O)Nc2ncc(C)s2)c1	-27%	-18%	13%	-1%	-3%	13%	-8%	12%	-26%
7	C[n+]1cn(CC(O)COCc2ccccc2)c2ccccc21 (centres undefined)	-3%	-6%	-2%	-2%	-6%	15%	-8%	-3%	10%
8	CC(Sc1oc(-c2cccs2)nc1S(=O)(=O)c1ccccc1)c1ccccc1 (centres undefined)	-27%	.	.	.	5%	7%	.	-2%	?
9	COc1cc(S(=O)(=O)NC2CCCC2)ccc1F	8%	13%	6%	-10%	0%	-8%	2%	5%	0%
10	N#CCc1nn(-c2ccc(F)cc2)c(N)c1C#N	-1%	1%	-3%	-2%	28%	6%	-6%	5%	21%
11	CC(C)Cn1c(N2CCN(C(=O)/C=C/c3ccccc3)CC2)nc2ccccc21	-1%	-2%	4%	-752%[1.84 µM]	-17%	3%	0%	-3%	?
12	COc1ccc(CN2CCN(Cc3ccc(C)cc3)C(CCO)C2)cc1OC (centres undefined)	-6%	17%	3%	-9%	-1%	18%	3%	1%	4%
13	O=C(Nc1ccc(N2CCOCC2)cc1)C1CCN(S(=O)(=O)c2ccc3c(c2)OCCO3)CC1	0%	-3%	2%	-3%	8%	-13%	5%	3%	2%
14	COC(=O)c1c(NC(=O)C2CCCO2)sc2c1CCC2 (centres undefined)	-19%	6%	?	-4%[9.22 µM]	-7%	-1%	5%	-8%	8%
15	Cc1ccc2[nH]c(=O)c(CNC(C)(C)C)cc2c1	-16%	-1%	-17%	18%	-2%	-19%	-2%	0%	-14%

Fetched by compound from the entries so far, two records:
no.	compound	KB-V1 cytotox	HT1080 IDH1KD tx	GLP1R ag	SW480 rerep	KB-3-1 cytotox	TDP-43 yeast inh	HT1080NT lethal	GLP1R cytotox	GLP1R inv ag
4	Cc1cccc(N2CC(C(=O)Nc3nnc(SCC(=O)Nc4nccs4)s3)CC2=O)c1 (centres undefined)	4%	5%	10%	-2%	1%	12%	3%	6%[1.53 µM]	4%
6	COc1cccc(CC(=O)Nc2ncc(C)s2)c1	-27%	-18%	13%	-1%	-3%	13%	-8%	12%	-26%

Remaining list, next part:
no.	compound	KB-V1 cytotox	HT1080 IDH1KD tx	GLP1R ag	SW480 rerep	KB-3-1 cytotox	TDP-43 yeast inh	HT1080NT lethal	GLP1R cytotox	GLP1R inv ag
16	CC1=C(C)CC(C(=O)NCCCN2CCCC2=O)C(C(=O)O)C1 (centres undefined)	26%	7%	-3%	-1%	-3%	23%	9%	2%	5%
17	COC(=O)c1onc(-c2c(OC)cc(OC)cc2OC)c1C(=O)OC	0%	-9%	-1%	3%	17%	3%	4%	-1%[1.53 µM]	11%
18	COc1ccc(N2CCN(C(=O)CCc3ccc(S(=O)(=O)NC(C)C)cc3)CC2)cc1	?	8%	-5%	1%	-9%	-10%	10%	-2%	8%
19	Cc1ccc(SC2=C(C(=O)O)CCCC2)cc1	-7%	15%	1%	2%	-4%	10µM*	28%	-1%	0%
20	CCCCC(=O)Nc1ccc(C(=O)Nc2ccc(S(=O)(=O)Nc3ccc(C)cc3)cc2)cc1	2%	-2%	-6%	1%	0%	8%	2%	3%[1.53 µM]	?
21	CC1C(=O)C(C)C(c2ccc3c(c2)OCO3)NC1c1ccc2c(c1)OCO2 (centres undefined)	?	4%	2%	-3%	2%	-12%	4%	-2%	11%
22	Fc1cccc2sc(Nc3nc4c(F)cccc4s3)nc12	-18%	-8%	-2%	-1%	17%	-3%	-6%	?	-23%
23	Cc1noc(C)c1C(=O)OCC(=O)N1CCc2ccccc21	?	1%	6%	-10%	6%	3%	1%	-4%	14%
24	CCOc1ccc(C2c3[nH]c4ccccc4c3CCN2C(=O)Cc2cccc(OCC)c2OCC)cc1 (centres undefined)	-8%	.	.	.	2%	1%	.	-9%	6.3µM*
25	CCOc1ccc(CCNC(=O)CN2C(=O)COc3ccc(S(=O)(=O)N4CCCC4)cc32)cc1	-12%	.	1%	.	-17%	-5%	.	2%	-5%
26	COc1ccccc1NC(=O)CN1C(=O)c2cccc3cccc1c23	?	.	.	.	?	?	.	44%[activator]	4%
27	COc1ccc(C(=O)CSc2nnc(CNc3ccc(C)cc3C)n2Cc2ccco2)cc1	3.7µM*	-17%	-1%	0%	?	19%	-6%	-20%	0%
28	Cc1cccc(-c2nc(SCC(=O)Nc3ccc4c(c3)OCO4)c(-c3ccccc3)[nH]2)c1	-8%	.	.	.	?	?	.	?	?
29	CCc1nc(Nc2ccccc2F)c2oc3ccccc3c2n1	-22%	-3%	25%	-15%	-2%	9%	-4%	4%	-11%
30	CCOC(=O)C(Cc1ccc(N)cc1)N1C(=O)c2ccccc2C1=O (centres undefined)	-9%	0%	0%	-3%	14%	-13%	0%	2%	16%

A draw from above in order of molar mass, high to low.
no.	compound	KB-V1 cytotox	HT1080 IDH1KD tx	GLP1R ag	SW480 rerep	KB-3-1 cytotox	TDP-43 yeast inh	HT1080NT lethal	GLP1R cytotox	GLP1R inv ag
24	CCOc1ccc(C2c3[nH]c4ccccc4c3CCN2C(=O)Cc2cccc(OCC)c2OCC)cc1 (centres undefined)	-8%	.	.	.	2%	1%	.	-9%	6.3µM*
27	COc1ccc(C(=O)CSc2nnc(CNc3ccc(C)cc3C)n2Cc2ccco2)cc1	3.7µM*	-17%	-1%	0%	?	19%	-6%	-20%	0%
18	COc1ccc(N2CCN(C(=O)CCc3ccc(S(=O)(=O)NC(C)C)cc3)CC2)cc1	?	8%	-5%	1%	-9%	-10%	10%	-2%	8%
28	Cc1cccc(-c2nc(SCC(=O)Nc3ccc4c(c3)OCO4)c(-c3ccccc3)[nH]2)c1	-8%	.	.	.	?	?	.	?	?
17	COC(=O)c1onc(-c2c(OC)cc(OC)cc2OC)c1C(=O)OC	0%	-9%	-1%	3%	17%	3%	4%	-1%[1.53 µM]	11%
23	Cc1noc(C)c1C(=O)OCC(=O)N1CCc2ccccc21	?	1%	6%	-10%	6%	3%	1%	-4%	14%
19	Cc1ccc(SC2=C(C(=O)O)CCCC2)cc1	-7%	15%	1%	2%	-4%	10µM*	28%	-1%	0%

The list goes on.
no.	compound	KB-V1 cytotox	HT1080 IDH1KD tx	GLP1R ag	SW480 rerep	KB-3-1 cytotox	TDP-43 yeast inh	HT1080NT lethal	GLP1R cytotox	GLP1R inv ag
31	O=C(N/N=C/c1c(Cl)cccc1Cl)c1ccc(F)cc1	6%	-2%	-8%	-2%	2%	-4%	18%	-10%	17%
32	Cc1nn(C)c(C(=O)NNC(=S)Nc2ccc(Cl)cc2)c1[N+](=O)[O-]	9%	?	-3%	?	2%	10%	?	10%	5%
33	CSc1cccc(Nc2ccc(S(=O)(=O)N3CCOCC3)cc2[N+](=O)[O-])c1	1%	-18%	-2%	.	-13%	20%	-8%	-22%	?
34	O=C(NCc1ccc2c(c1)OCO2)c1c(-c2ccccc2)sc2ccccc12	?	-11%	6%	3%	2%	23%	-11%	10%	9%
35	COc1ccc(C(C(=O)NCC2CCCO2)N(C(=O)CNC(=O)c2ccco2)c2cc(C)ccc2C)cc1OC (centres undefined)	-7%	0%	10%	-8%	-6%	-12%	1%	-8%	?
36	COc1ccc2sc(-c3ccccc3OC)c(-c3ccc(OCCN4CCCC4)cc3)c2c1	-20%	?	2%	?	?	-13%	?	12%	-27%
37	Cc1nn(CC(=O)NCCc2ccc(Cl)cc2Cl)c(C)c1[N+](=O)[O-]	?	-9%	11%	-5%	-3%	-4%	-10%	-21%	?
38	COc1ccc(N=C2CCCN2CC(N)=O)cc1	23%	6%	-6%	-5%	14%	10%	4%	2%	7%
39	O=C(O)COc1c(Cl)cc(/C=C2/NC(=O)NC2=O)cc1Br	-2%	0%	1%	-3%	2%	-10%	-4%	8%	8%
40	Cc1ccc(S(=O)(=O)c2ncccc2[N+](=O)[O-])cc1	?	23µM*	-4%	12µM*	?	-40%[inhibitor]	9.2µM*	?	?
41	COC(=O)C[C@@H]1CC[C@@H](NS(=O)(=O)c2cccc(OC)c2)[C@@H](CO)O1	-3%	21%	.	.	4%	4%	16%	6%	9%
42	CCOc1ccc(-c2nnn(CC(=O)NCCc3c[nH]c4ccccc34)n2)cc1	0%	-2%	-9%	-10%	2%	-1%	-2%	5%	-2%
43	Cc1noc(C)c1S(=O)(=O)N1CCCC(C(=O)N2CCC(C)CC2)C1 (centres undefined)	-19%	3%	8%	1%	10%	9%	7%	-12%	8%
44	COc1ccccc1/C=C\C=N\NC(=O)c1ccco1	5%	14%	0%	-49%	19%	6%	11%	17%	25%
